LmPK inhibitor: qHTS Assay for Inhibitors of Leishmania Mexicana Pyruvate Kinase (LmPK). purified LmPK, Kinase-Glo ATP luminescence, 1 h. actives 0.37% (n = 290,000). AID 1721, 2009. Potency, µM (doses to about 57.5 µM), inactives show top-dose activity change, negative = inhibition, usual class: inhibitors. Q27686; note: potency is the fitted concentration of half-maximal effect; % is set by controls: 0 for no effect and ±100 for the full control effect
Target sequence (Q27686 whole entry, looked up): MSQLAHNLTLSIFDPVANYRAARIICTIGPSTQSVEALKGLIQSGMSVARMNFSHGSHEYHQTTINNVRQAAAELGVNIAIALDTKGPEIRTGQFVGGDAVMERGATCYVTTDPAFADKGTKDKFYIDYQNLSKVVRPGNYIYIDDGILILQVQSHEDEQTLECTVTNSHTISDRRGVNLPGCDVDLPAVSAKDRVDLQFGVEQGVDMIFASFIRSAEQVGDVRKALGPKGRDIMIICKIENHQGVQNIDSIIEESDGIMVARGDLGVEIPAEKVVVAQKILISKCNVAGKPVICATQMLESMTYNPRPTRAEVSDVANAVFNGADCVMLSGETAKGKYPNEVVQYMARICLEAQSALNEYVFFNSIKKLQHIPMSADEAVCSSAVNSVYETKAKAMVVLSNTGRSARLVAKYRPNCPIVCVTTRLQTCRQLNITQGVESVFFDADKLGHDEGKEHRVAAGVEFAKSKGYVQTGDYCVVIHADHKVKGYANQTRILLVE
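Purified LmPK (0.1 nM) with 0.5 mM PEP and 0.1 mM ADP in imidazole buffer pH 7.2 with MgCl2/KCl, 1 h at room temperature. ATP formed was read by luciferase luminescence and normalized to no-enzyme and uninhibited controls.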
Shiga toxin inh: A qHTS for Small Molecule Inhibitors of Shiga Toxin | Vero cells, Shiga toxin protein synthesis inhibition reporter | inhibition, % at 38.7 µM | actives 9.2% (n = 290,000); in the data active = inhibition mostly above about 28%, no sharp cut-off; inactive = mostly below about 43%; note: 0% is about no effect
CHX counter: Cycloheximide Counterscreen for Small Molecule Inhibitors of Shiga Toxin | AID 2314, 2010 | actives 12% (n = 300,000) | max response, % | cell reporter, cycloheximide protein synthesis inhibition counterscreen; in the data active = max response mostly above about 13%, no sharp cut-off; inactive = mostly below about 14%; note: read at 38.3 µM for the half of the compounds with a filed dose; 0% is about no effect
Pf growth 96h: Primary qHTS for delayed death inhibitors of the malarial parasite plastid, 96 hour incubation; P. falciparum luciferase reporter growth, 96 h; Potency, µM (doses to about 28.7 µM), without a hit: at the top dose activity change, negative = inhibition, hits mostly inhibitors; actives 6.9% (n = 320,000); note: potency is the fitted concentration of half-maximal effect; % is set by controls: 0 for no effect and ±100 for the full control effect
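P. falciparum expressing integrated firefly luciferase, in erythrocytes at 2% hematocrit, 0.05% parasitemia, incubated with compounds 96 h at 37 C, 5% CO2. Growth inhibition read as loss of luminescence; two-generation exposure targets delayed-death apicoplast inhibitors.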
Tb PYK inh: qHTS of Trypanosoma Brucei Inhibitors; actives 0.12% (n = 410,000); Potency, µM (highest dose often 76.8 µM), without a hit: at the highest dose activity, negative = inhibition, actives largely listed as inhibitors; pyruvate kinase (Trypanosoma brucei), Q57TT1; TbPYK enzyme, Kinase-Glo Plus ATP luminescence, 45 min; note: potency is the fitted concentration of half-maximal effect; % is set by controls: 0 for no effect and ±100 for the full control effect; nearly all actives have a fitted effect of over 50% in size
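Luminescent Kinase-Glo Plus end-point after 45 min room-temperature reaction of T. brucei pyruvate kinase started with 130 uM ADP (final). Buffer TEA 50 mM pH 7.2 with KCl, MgCl2, BSA, Tween-20; titration-based qHTS with fitted concentration-effect curves.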
Pf growth 48h: Primary qHTS for delayed death inhibitors of the malarial parasite plastid, 48 hour incubation | AID 504832, 2011 | P. falciparum luciferase growth in erythrocytes, 48 h | Potency, µM (series often up to 28.7 µM), inactives show at the top dose activity change, negative = inhibition, usual class: inhibitors | actives 5.9% (n = 310,000); note: potency is the fitted concentration of half-maximal effect; % is set by controls: 0 for no effect and ±100 for the full control effect
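Firefly luciferase activity from engineered P. falciparum reports growth; inhibitors lower the luminescent signal. Cultures contained 2% hematocrit erythrocytes at 0.1% final parasitemia.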
AmpC inh no detg: qHTS Inhibitors of AmpC Beta-Lactamase (assay without detergent); AmpC nitrocefin hydrolysis, absorbance 480 nm, 0.0001% Triton; P00811; actives 0.52% (n = 330,000); AID 485341, 2010; Potency, µM (highest dose often 57.1 µM), for the others: at the top dose activity change, negative = inhibition, usual class: inhibitors;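 note: potency is the fitted concentration of half-maximal effect; plate controls were no compound for no effect and no enzyme for full effect; nearly all actives have a fitted effect of over 20% in size; some results filed as inactive show a strong effect at the top dose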
Target sequence (P00811 whole entry, looked up): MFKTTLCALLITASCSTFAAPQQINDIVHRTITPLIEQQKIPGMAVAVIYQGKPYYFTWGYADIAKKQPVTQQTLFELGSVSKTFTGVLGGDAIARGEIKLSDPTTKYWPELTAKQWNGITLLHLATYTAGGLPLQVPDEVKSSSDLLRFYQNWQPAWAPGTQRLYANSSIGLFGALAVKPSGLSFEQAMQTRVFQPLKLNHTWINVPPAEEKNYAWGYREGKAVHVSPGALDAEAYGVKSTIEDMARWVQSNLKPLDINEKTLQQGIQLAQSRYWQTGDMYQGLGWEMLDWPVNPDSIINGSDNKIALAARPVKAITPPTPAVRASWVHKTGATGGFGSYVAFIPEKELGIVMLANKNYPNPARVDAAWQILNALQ
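AmpC (5.3 nM in the dispensed reagent) in 20 mM phosphate pH 7.0 with 0.01% (detergent screen) or 0.0001% Triton X-100 was preincubated with compounds for 15 min at room temperature. Nitrocefin was then added from an 800 uM solution, and hydrolysis was followed at 480 nm.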
* = called active by the depositor; u = inconclusive; x = not tested or not shown; & = joins results of further samples; [ ] = another dose, or the depositor's remark. Unless noted, calls come from the whole dose curve; as a rule, active = well fitted curve in the direction sought with a large enough effect; inconclusive = small, poorly fitted or top-dose-only effect, or another doubt; inactive = no such curve, though single readings can be large; an effect the other way counts as inactive or inconclusive.

Sample of the layout (eight entries):
item	molecule	LmPK inhibitor	Shiga toxin inh	CHX counter	Pf growth 96h
1	Cc1c(-c2ccccc2)sc2nc[nH]c(=S)c12	-8%	-23	10	-1%
2	O=[N+]([O-])c1ccc(Cl)cc1N1CCOCC1	1%	-10	0	-11%
3	COc1ccc(OC)c(NC(=O)CSc2ccc3nnc(-c4ccccn4)n3n2)c1	-1%	-2	-2	u
4	COc1ccc(CCN2CC(C(=O)Nc3nnc(Cc4ccccc4)s3)CC2=O)cc1OC (stereo not drawn)	x	x	x	u
5	Cc1cccc(CSC2=NCCN2C(=O)c2ccc(S(=O)(=O)N(C)C)cc2)c1	15%	-7	1	40%[activator]
6	CC(C)c1ccc(OCC(=O)NNC(=S)NC(=O)c2ccco2)c(Br)c1	8%	-10	1	u
7	COc1cccc(S(=O)(=O)NCc2ccc(C(=O)NCc3ccccn3)cc2)c1	-2%	-8	1	2.9µM*
8	Cc1cccc(NC(=O)c2ccc([N+](=O)[O-])s2)n1	1%	61*	61*	8.3µM*

item	Tb PYK inh	Pf growth 48h	AmpC inh no detg
1	-6%	6%	-27%
2	-5%	-1%	-3%
3	-16%	u	-3%
4	-2%	u	134%[activator]
5	-1%	0%	-2%
6	-4%	28%	-5%
7	-7%	-30%	-7%
8	1%	u	-10%

Main list, from the start:
item	molecule	LmPK inhibitor	Shiga toxin inh	CHX counter	Pf growth 96h
1	Cc1c(-c2ccccc2)sc2nc[nH]c(=S)c12	-8%	-23	10	-1%
2	O=[N+]([O-])c1ccc(Cl)cc1N1CCOCC1	1%	-10	0	-11%
3	COc1ccc(OC)c(NC(=O)CSc2ccc3nnc(-c4ccccn4)n3n2)c1	-1%	-2	-2	u
4	COc1ccc(CCN2CC(C(=O)Nc3nnc(Cc4ccccc4)s3)CC2=O)cc1OC (stereo not drawn)	x	x	x	u
5	Cc1cccc(CSC2=NCCN2C(=O)c2ccc(S(=O)(=O)N(C)C)cc2)c1	15%	-7	1	40%[activator]
6	CC(C)c1ccc(OCC(=O)NNC(=S)NC(=O)c2ccco2)c(Br)c1	8%	-10	1	u
7	COc1cccc(S(=O)(=O)NCc2ccc(C(=O)NCc3ccccn3)cc2)c1	-2%	-8	1	2.9µM*
8	Cc1cccc(NC(=O)c2ccc([N+](=O)[O-])s2)n1	1%	61*	61*	8.3µM*

item	Tb PYK inh	Pf growth 48h	AmpC inh no detg
1	-6%	6%	-27%
2	-5%	-1%	-3%
3	-16%	u	-3%
4	-2%	u	134%[activator]
5	-1%	0%	-2%
6	-4%	28%	-5%
7	-7%	-30%	-7%
8	1%	u	-10%

(further entries)
item	molecule	LmPK inhibitor	Shiga toxin inh	CHX counter	Pf growth 96h
9	Cc1ccc(-c2nnn(CC(=O)N(CC3CCCO3)C(C(=O)NC3CCCCC3)c3ccc(F)cc3)n2)o1 (stereo not drawn)	4%	-6	-4	-23%
10	O=C(COc1ccc2c(-c3ccccc3)cc(=O)oc2c1)NCc1ccccn1	-6%	8	-1	10%
11	CC(C)CN(C(=O)COC(=O)c1ccc(C#N)cc1)C1CCS(=O)(=O)C1 (stereo not drawn)	x	x	x	19%
12	O=C1C2C3C=CC(C3)C2C(=O)N1c1ccc2ccccc2c1 (stereo not drawn)	9%	50	1	u
13	CN1C(CC(=O)Nc2ccc(Br)cc2)c2ccccc2CC1(C)C (stereo not drawn)	4%	9	8	u
14	COCCCC1CCN(Cc2nc(-c3ccccc3)no2)CC1	0%	76*	23*	0%
15	O=C(CCN1C(=O)/C(=C/c2ccccc2F)SC1=S)NCCCN1CCOCC1	6%	-4	-3	7%
16	CC(C)(C)n1nnnc1C(c1cccc(C#N)c1)N1CCCc2ccccc21 (stereo not drawn)	0%	-12	-1	23%

item	Tb PYK inh	Pf growth 48h	AmpC inh no detg
9	-8%	x	40%
10	0%	9%	10%
11	3%	7%	-12%
12	-5%	9%	3%
13	-5%	u	103%[activator]
14	2%	39%[activator]	89%[activator]
15	-7%	u	97%[activator]
16	0%	9.3µM*	70%

New compounds follow:
item	molecule	LmPK inhibitor	Shiga toxin inh	CHX counter	Pf growth 96h
17	COc1ccccc1C1=NOC(Cn2c(NCCCO)nc3c2c(=O)n(C)c(=O)n3C)C1 (stereo not drawn)	-2%	9	-1	-16%
18	CC(=O)Nc1ccc(SCC(=O)Nc2ccccc2Oc2ccccc2)cc1	0%	-16	0	0%
19	O=C(C1CCN(S(=O)(=O)N2CCC3(CC2)OCCO3)CC1)N1CCOCC1	2%	-15	-2	-15%
20	Cc1ccc(C(=O)COc2ccccc2-c2ccccc2)cc1	-2%	12	7	7%
21	CN(C)/C=N/c1nc(-c2ccc3ccccc3c2)cs1	0%	61*	47*	156%[activator]
22	CN1CCN(Cc2cc(COCc3ccccc3)c3cccnc3c2O)CC1	4%	11	17*	2.3µM*
23	Cc1cc([N+](=O)[O-])ccc1NC(=O)CN1CCN(Cc2ccccc2)CC1	1%	-11	-3	u
24	Fc1ccc(NC(=S)NC2CCN(Cc3ccccc3)CC2)cc1	-2%	2	-4	0%

item	Tb PYK inh	Pf growth 48h	AmpC inh no detg
17	-7%	18%	4%
18	3%	4%	-5%
19	-5%	x	-6%
20	20%	u	1%
21	-8%	88%[activator]	136%[activator]
22	-3%	2.1µM*	36%&80%
23	0%	0%	90%[activator]
24	0%	-9%	-20%

(listing goes on)
item	molecule	LmPK inhibitor	Shiga toxin inh	CHX counter	Pf growth 96h
25	CCOC(=O)c1cc(NC(=O)c2cccnc2)ccc1N1CCOCC1	1%	35	-6	25%
26	CCOc1cc(NS(=O)(=O)c2ccccc2)c(OCC)cc1NC(=O)c1ccco1	2%	-14	1	x
27	COC(=O)C(C)Sc1ncnc2c1c(-c1ccccc1)cn2-c1ccc(OC)cc1 (stereo not drawn)	1%	-1	-1	0%
28	Cc1ccc(C(=O)Cc2ccccc2)o1	x	x	x	5%
29	O=C1Nc2cc(Cl)c(Cl)cc2N(O)N1c1ccc(Cl)c(Cl)c1	1%	31	6	60%[activator]
30	CCOc1ccc(NS(=O)(=O)c2ccc(C(=O)N3CCN(C(C)=O)CC3)cc2)cc1	-6%	-3	3	u
31	COCCn1c(SCC(=O)N2CC(=O)Nc3ccccc32)nnc1-c1ccoc1C	-3%	1	1	u
32	CCn1c(SCC(=O)N/N=C/c2ccccc2OCC(=O)O)nnc1-c1ccc(OC)cc1	8%	18	0	153%[activator]

item	Tb PYK inh	Pf growth 48h	AmpC inh no detg
25	0%	8%	0%
26	9%	-13%	-4%
27	-5%	2%	27%
28	3%	u	-21%
29	-3%	-1%	-13%
30	10%	6%	170%[activator]
31	-2%	-2%	-18%
32	2%	46%[activator]	-20%

(more compounds)
item	molecule	LmPK inhibitor	Shiga toxin inh	CHX counter	Pf growth 96h
33	COc1ccc(CNC(=O)C(C)n2ccc3cc(S(=O)(=O)N4CCCCCC4)ccc32)cc1 (stereo not drawn)	4%	-3	-1	u
34	O=S(=O)(Nc1ccc(-c2ccc(N3CCOCC3)nn2)cc1)c1ccc(Cl)c(Cl)c1	x	x	x	u
35	CCn1c(COc2ccc(=O)n(-c3ccccc3)n2)nnc1SCc1cccc(OC)c1	-2%	15	5	42%[activator]
36	COc1ccc(S(=O)(=O)NC2CCN(Cc3ccccc3)CC2)cc1NC(C)=O	x	x	x	-12%
37	N/C(=N\OC(=O)COc1ccc2ccccc2c1)c1ccccn1	0%	128*	67*	88%[activator]
38	CCOc1ccc(NC(=O)NN2C(C)CCCC2C)cc1 (stereo not drawn)	0%	-8	9	18%
39	CC(=O)N1CCc2cc(S(=O)(=O)NC(CC(C)C)C(=O)Nc3cc(C)ccn3)ccc21 (stereo not drawn)	-12%	-10	-3	-7%
40	CNC(=O)c1cc(S(=O)(=O)Nc2ccc(C)cc2C)ccc1C	-5%	2	-1	4%

item	Tb PYK inh	Pf growth 48h	AmpC inh no detg
33	0%	u	-48%
34	3%	u	44%
35	-22%	-5%	-5%
36	-2%	-15%	-21%
37	1%	92%[activator]	12%
38	2%	2%	13%
39	3%	u	28%
40	-1%	14%	2%

(next part)
item	molecule	LmPK inhibitor	Shiga toxin inh	CHX counter	Pf growth 96h
41	O=C(c1cccc(N2CCNC2=O)c1)N1CCCC(Nc2cccc(F)c2)C1 (stereo not drawn)	-3%	9	-1	-13%
42	O=C1/C(=C/c2ccccc2Cl)SC(=S)N1CCC(=O)N1CCCCC1CCO (stereo not drawn)	1%	5	9	u
43	CC(C)Cc1nnc(NC(=O)CSc2ncn[nH]2)s1	1%	-2	-2	x
44	CCOc1ccccc1CN1CCC(Oc2ccc(C(=O)NCc3ccccn3)cc2)CC1	-7%	0	-2	u
45	COc1ccc(NC(=O)Nc2c[nH]c(=O)[nH]c2=O)cc1	-7%	-2	5	2.6µM*
46	CCCC(=O)C1=C(N(C)c2ccccc2)CC(C)(C)C(C(=O)OC)C1=O (stereo not drawn)	1%	-10	-1	6%
47	CC[C@H]1NC(=O)c2cc(S(N)(=O)=O)c(Cl)cc2N1	x	x	x	-23%[12.8 µM]
48	Cc1cccc(N2CCN(C(=O)Cn3nc(C)n4cccc4c3=O)CC2C)c1 (stereo not drawn)	0%	-6	-1	43%[activator]

item	Tb PYK inh	Pf growth 48h	AmpC inh no detg
41	2%	u	36%
42	-2%	u	125%[activator]
43	-11%	21%	-8%
44	1%	10µM*	32%
45	3%	x	-8%
46	-14%	1%	-17%
47	-3%[33.2 µM]	-16%[12.8 µM]	x
48	-2%&0%	14%	-7%

Continued.
item	molecule	LmPK inhibitor	Shiga toxin inh	CHX counter	Pf growth 96h
49	CC(=O)N1CCN(CC(=O)c2ccc(Br)cc2)CC1	-1%	14	-6	-7%
50	NC(=O)c1ccc(NC(=O)C2CCCC2)cc1	3%	x	6	0%
51	OC(Cc1ccccc1)(c1ccccc1)C1CN2CCC1CC2 (stereo not drawn)	-4%	-11	-4	u
52	COc1cc(/C=N/n2nnnc2N)ccc1O	3%	-15	-1	13µM*

item	Tb PYK inh	Pf growth 48h	AmpC inh no detg
49	-5%	0%	-19%
50	11%	31%	-10%
51	2%	x	-2%
52	8%	x	-14%

Screening results as filed in PubChem BioAssay.

Rows were taken by chance, and some 22% of all compounds hit somewhere here.
